TDP1 block = blocks human tyrosyl-DNA phosphodiesterase 1; recombinant TDP1, AlphaScreen DNA substrate cleavage; actives 0.28% (n = 350,000); Q9NUW8; Potency, µM (highest dose often 130 µM), for inactives: at the highest dose activity change, negative = inhibition, most hits filed as inhibitors; note: nearly all actives have a fitted effect of over 40% in size
Target sequence (Q9NUW8 whole entry, looked up): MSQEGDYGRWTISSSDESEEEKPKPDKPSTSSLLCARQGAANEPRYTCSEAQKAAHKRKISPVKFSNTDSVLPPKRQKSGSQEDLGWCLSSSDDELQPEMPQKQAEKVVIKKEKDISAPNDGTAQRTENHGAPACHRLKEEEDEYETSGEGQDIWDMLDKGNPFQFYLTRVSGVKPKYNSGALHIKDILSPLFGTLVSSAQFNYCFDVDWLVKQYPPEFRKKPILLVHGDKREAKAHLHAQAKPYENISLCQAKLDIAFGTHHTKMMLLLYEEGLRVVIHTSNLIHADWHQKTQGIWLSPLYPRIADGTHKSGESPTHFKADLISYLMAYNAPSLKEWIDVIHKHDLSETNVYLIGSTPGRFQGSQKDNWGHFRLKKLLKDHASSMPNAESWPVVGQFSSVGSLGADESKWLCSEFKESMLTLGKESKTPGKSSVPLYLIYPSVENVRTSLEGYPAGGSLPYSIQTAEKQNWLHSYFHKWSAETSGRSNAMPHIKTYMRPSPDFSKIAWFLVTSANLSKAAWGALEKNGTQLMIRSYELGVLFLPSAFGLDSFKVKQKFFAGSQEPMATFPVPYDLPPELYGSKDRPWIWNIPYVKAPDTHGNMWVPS
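Here, a 5' biotin and 3' phosphotyrosine-FITC DNA oligonucleotide reports Tdp1 activity: intact substrate bridges AlphaScreen beads, while cleavage leaves a 3' phosphate and drops signal. All incubations at room temperature.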
TDP1 cell noCPT = qHTS for Inhibitors of human tyrosyl-DNA phosphodiesterase 1 (TDP1): qHTS in cells in absence of CPT; DT40 Tdp1-/- hTDP1 cells, no CPT, ATP luminescence, 48 h; Potency, µM (top dose mostly 46.2 µM), without a hit: at the top dose activity change, negative = growth inhibition, actives largely listed as inhibitors; actives 15% (n = 420,000); note: nearly all actives have a fitted effect of over 55% in size
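Cells were dispensed at 400 per well, compounds added by pin tool, plates incubated ≥48 hr at 37 °C, then CellTiter-Glo added for 30 min at room temperature before luminescence reading. Line: DT40 Tdp1-/- complemented with hTDP1; camptothecin omitted.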
DT40 TDP1 CPT = DT40-hTDP1 cell growth loss with CPT; chicken DT40 Tdp1-/-;hTDP1 cells + 20 nM CPT, ATP luminescence, 48 h; actives 12% (n = 420,000); Potency, µM (titrated, usually from 46.2 µM), without a hit: top-dose activity change, negative = growth inhibition, actives largely listed as inhibitors; AID 686979; note: nearly all actives have a fitted effect of over 55% in size
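Cell growth measured by CellTiter-Glo luminescence after a minimum 48 h, 37 C compound exposure with 20 nM CPT in Tdp1-knockout DT40 cells stably expressing hTDP1, seeded 400/well; qHTS titration format.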
Active calls of the source: *; ? = inconclusive; nt = not tested or not shown; & = joins results of further samples; [ ] = remark or other dose. Calls come from the whole dose curve; as a rule, active = well fitted curve in the direction sought with a large enough effect; inconclusive = small, poorly fitted or top-dose-only effect, or another doubt; inactive = no such curve, though single readings can be large; an effect the other way counts as inactive or inconclusive. % is set by controls: 0 for no effect and ±100 for the full control effect; potency is the fitted concentration of half-maximal effect.

SMILES	TDP1 block	TDP1 cell noCPT	DT40 TDP1 CPT
Cc1ccc(NC(=O)Cn2cnc3c(oc4ccccc43)c2=O)cc1	6%	-7%	-13%
CCCC1C(=O)Nc2ccccc2N1C(=O)c1ccc(C(C)(C)C)cc1 (stereo not drawn)	nt	21µM*	?
O=C(CN1C(=O)CSC1=O)Nc1ccc(F)c(F)c1F	4%	?	?
CCC[C@@H]1C[C@@]1(CCC)[C@@H](NP(=O)(c1ccccc1)c1ccccc1)c1ccc(C(=O)OC)cc1	3%&8%	16µM*	?
NC(=O)Cc1ccc(Nc2nnc(-c3ccc(O)cc3)c3ccccc23)cc1	-3%	4%	-2%
Cc1ccc(-n2ncc3c(NNC(=O)Cc4ccccc4)ncnc32)cc1	5%	?	-14%
O=C1CC(c2cccs2)c2cc3c(cc2N1)OCO3 (stereo not drawn)	2%	-8%	?
Cc1cccc(C)c1NC(=O)CCS(=O)(=O)c1cccc2nsnc12	8%	-18%	-3%
C[C@H](NC(=O)[C@@H]1CCCN1C(=O)[C@@H]1CCCN1C(=O)c1cccs1)c1ccccc1	nt	-14%	-8%
Cc1ccc(CN2CCN(Cc3cccc(-n4cccn4)c3)CC2CCO)cc1 (stereo not drawn)	5%	?	12µM*
COc1ccc(S(=O)(=O)N2CCCOC2CNC(=O)C(=O)NCCc2ccco2)cc1 (stereo not drawn)	5%	-8%	-1%
CCOc1ccc(/C=C/c2nc(C#N)c(NC(C)c3ccccc3)o2)cc1 (stereo not drawn)	-2%	12µM*	13µM*
O=c1[nH]c(Nc2nc3ccccc3o2)nc2c1CCCC2	9%	4.1µM*	2.9µM*
O=C(COC(=O)CNC(=O)c1ccc(Cl)cc1)Nc1ccc(Cl)cc1C(F)(F)F	5%	-1%	16%
Cc1nc(Oc2ccc(F)cc2Cl)c2oc3ccccc3c2n1	4%	?	?
N/C(=N\OC(=O)C1CCCCC1)c1ccc(Br)cc1	nt	3%	10%
CC1(C)CC(=O)C2=C(C1)NC(Nc1nc3ccccc3o1)=NC2c1cccc(O)c1 (stereo not drawn)	0%	?	7%
COCCCNC(=O)Cn1cnc2sc(C)c(S(=O)(=O)N3CCN(c4ncccn4)CC3)c2c1=O	2%	-8%	16%
Cc1ccccc1NC(=S)N(Cc1cccs1)C1CCCCC1	0%	9.2µM*	-29%
COc1cc(OC)cc(-c2nnc(SCc3cccc(C(=O)O)c3)o2)c1	4%	3%	-11%
O=c1c(C(c2ccc(Cl)cc2)c2c(O)nc3n(c2=O)CCS3)c(O)nc2n1CCS2	6%	-12%	0%
CCn1cc(C(=O)N2CCN(c3ccc([N+](=O)[O-])cc3)CC2)c(=O)c2ccc(C)nc21	1%	?	?
CCS(=O)(=O)Nc1cccc(C(=O)CC2(O)C(=O)Nc3ccccc32)c1 (stereo not drawn)	2%	-26%	-10%
CC(C)Oc1ccc(C(CC(=O)O)NC(=O)c2cccs2)cc1 (stereo not drawn)	-7%	1%	9%
CCOc1ccc2nc(N3CCCC(C(=O)N4CCN(CC)CC4)C3)sc2c1 (stereo not drawn)	5%	-22%	-4%
COc1cc(-c2cc(NC=O)c3ncc(-c4cccc(C(=O)N(C)C)c4)n3c2)cc(OC)c1OC	nt	15µM*	?
CCC(C)NC(=O)Cn1nc(C(F)(F)F)c2c1CCCC2 (stereo not drawn)	5%	-15%	?
C/C(=N/NS(=O)(=O)c1ccc(Cl)cc1)c1cccc(NC(=O)c2ccncc2)c1	8%	-1%	-11%
CCOc1ccc(C(=O)OCC(=O)Nc2ccc3c(c2)OCCO3)cc1OC	-2%	12%	12%
COCCCNCCOc1ccccc1-c1ccccc1	-2%	?	13%
Fc1ccccc1Nc1nc(NCc2ccco2)nc(N2CCOCC2)n1	0%	-19%	?
COc1ccc2nc(NC(=O)c3ccc(S(=O)(=O)N4CCCC(C)C4)cc3)sc2c1 (stereo not drawn)	5%	12µM*	16µM*
O=C(c1ccc(Cn2c(=S)[nH]c3cc4c(cc3c2=O)OCO4)cc1)N1CCN(c2ccccc2)CC1	6%	23µM*	?
CC(C)C1C(=O)Nc2ccc(S(=O)(=O)NCc3ccc(Cl)cc3)cc21 (stereo not drawn)	6%	16µM*	23µM*
CCOCc1nc(N)nc(N)c1-c1cccc(Cl)c1	nt	7.3µM*	8.2µM*
COC(=O)c1ccccc1NC(=O)Cn1ccnc1	9%	-30%	1%
CC(=O)c1ccc(N2CCN(S(=O)(=O)c3cc(-c4noc(C)n4)ccc3C)CC2)cc1	1%	2%	?
CCOC(=O)N1CCN(C(=O)c2ccc3nc4ccsc4c(=O)n3c2)CC1	0%	-17%	1%
O=C(Nc1cc2ccccc2oc1=O)C1CCCCC1	2%	4%	8%
CC1CCCCN1C(=O)C(Cc1ccccc1)N1C(=O)C2CCCCC2C1=O (stereo not drawn)	-3%	-8%	6%
CCC(=O)N(Cc1ccco1)C1CC(=O)N(c2ccccc2)C1=O (stereo not drawn)	-5%	0%	12%
CCCCc1cc2c(cn1)=C(OC(=O)c1cnc3ccccc3n1)C(C)(OC(=O)CC)C(=O)C=2 (stereo not drawn)	6%[12.3 µM]	3%	-30%
COc1cc2ccccc2cc1C(=O)N1CCN(C)CC1	-6%	-9%	-17%
CCCOC1OC(=O)c2c1ccc(OC)c2OC (stereo not drawn)	2%	6%	2%
O=C(NCCc1c[nH]c2ccccc12)C(=O)NCC1OCCCN1S(=O)(=O)c1cc(F)ccc1F (stereo not drawn)	0%	?	-25%
NC(=O)[C@@H]1CCCNc2c(F)cc([N+](=O)[O-])cc2C(=O)N[C@@H](CO)C(=O)N[C@@H](Cc2ccc(O)cc2)C(=O)N1	3%	2%	-7%
Cc1ccc2cc(CCNC(=O)CCCc3ccccc3)c(=O)[nH]c2c1C	5%	-21%	1%
COc1cc(Cl)c(C)cc1NC(=O)c1ccc(CN2C(=O)CCn3nc(C)cc32)cc1	6%	-21%	-14%
CC(CN1CCCCC1)OC(=O)c1ccccc1F (stereo not drawn)	nt	-13%	1%
COc1ccc(C(=O)N2CCC(C(=O)N3CCN(c4ccccc4)CC3)CC2)cc1	nt	-17%	-1%
Going on with the list.
SMILES	TDP1 block	TDP1 cell noCPT	DT40 TDP1 CPT
CCOC(=O)N1CCN(S(=O)(=O)c2ccc3c(c2)NC(=O)CO3)CC1	nt	-29%	-6%
C[C@@H]1CCC[C@H](C)N1	16%[21 µM]	-19%[21.1 µM]	3%[21.1 µM]
O=C(CSc1oc(-c2ccco2)nc1S(=O)(=O)c1ccc(Cl)cc1)Nc1ccc(F)cc1	6%	-6%	-28%
CCC(C(=O)NCc1ccccc1)n1nc(C)c2sc3ccccc3c2c1=O (stereo not drawn)	9%	?	?
Cc1cnc(C(=O)OCC(=O)c2c(N)n(CC(C)C)c(=O)n(C)c2=O)cn1	-4%	?	-26%
Cc1ccc(NC(=O)CSc2nnc(-c3ccc(S(=O)(=O)N4CCCC4)cc3)o2)cc1C	1%	-8%	-26%
CCOC(=O)Cc1csc(NC(=S)NC(=O)c2ccccc2Br)n1	-4%	-18%	-4%
C=C(C)Cn1c(SCC(=O)N/N=C/c2ccccc2OCC(=O)O)nnc1-c1ccc(Br)cc1	3%	4%	-2%
CN(Cc1ccco1)C(=O)Cn1ncc2c([nH]c3ccccc32)c1=O	3%	-19%	0%
CCc1cccc2c(/C=N/NC(=O)c3cccc(S(=O)(=O)Nc4ccccc4Cl)c3)c[nH]c12	6%	?	?

In another format: results already given
Compound | TDP1 block | TDP1 cell noCPT | DT40 TDP1 CPT
CCC(C(=O)NCc1ccccc1)n1nc(C)c2sc3ccccc3c2c1=O (stereo not drawn) | 9% | ? | ?
Cc1cnc(C(=O)OCC(=O)c2c(N)n(CC(C)C)c(=O)n(C)c2=O)cn1 | -4% | ? | -26%

Just TDP1 cell noCPT and TDP1 block, for four of the compounds above:
compound,TDP1 cell noCPT,TDP1 block
C[C@@H]1CCC[C@H](C)N1,-19%[21.1 µM],16%[21 µM]
O=C(CSc1oc(-c2ccco2)nc1S(=O)(=O)c1ccc(Cl)cc1)Nc1ccc(F)cc1,-6%,6%
CCC(C(=O)NCc1ccccc1)n1nc(C)c2sc3ccccc3c2c1=O (stereo not drawn),?,9%
Cc1cnc(C(=O)OCC(=O)c2c(N)n(CC(C)C)c(=O)n(C)c2=O)cn1,?,-4%

Further structures.
SMILES	TDP1 block	TDP1 cell noCPT	DT40 TDP1 CPT
CCOCCCNC(=O)c1cc(C)nn1-c1ccccc1	8%	0%	-1%
COC(=O)c1ccc(N2C(=O)Cc3cc(OC)c(OC)cc3C2c2ccc(F)cc2)cc1 (stereo not drawn)	11%	?	15µM*
CCCN1C(=O)C2C(C(=O)Nc3cccc(OC)c3)C3C=CC2(O3)C1C(=O)NC1CCCCC1 (stereo not drawn)	3%	-12%	2%
O=C(c1cccs1)N1CCN(S(=O)(=O)N2CCCCC2)CC1	8%	-6%	-7%
COc1ccc(-c2nc3sc(CCNC(=O)C(=O)Nc4cc(C)cc(C)c4)c(C)n3n2)cc1	3%	-19%	-3%
O=S(=O)(c1ccc2c(c1)N(Cc1ccc(Cl)cc1)C1CCCN21)N1CCOCC1 (stereo not drawn)	1%	0%	-4%
CCN(CC)S(=O)(=O)c1ccc(N2CCCC2)c(C(=O)OCC(=O)N2CCCC2)c1	0%	-15%	-14%
CCn1c(=O)sc2cc(NC(=O)c3cccc(OC)c3)ccc21	-10%	?	?
COC(=O)c1csc(S(=O)(=O)N2CCOCC2)c1OC	1%	17%	6%
COC(=O)c1sccc1NC(=O)c1ccccc1F	nt	-11%	10%
CCc1ccccc1NC(=O)C1CCCN(C(=O)c2cnn(-c3ccccc3)c2-n2cccc2)C1 (stereo not drawn)	8%	?	?
COc1nc(NC(C)(C)C)nc(Oc2ccc(=O)n(C)n2)n1	4%	-1%	1%
COc1ccc(C(=O)Nc2cc(C)nn2-c2cccc(F)c2)cc1	nt	?	?
O=S(=O)(NCCSc1ccc(Cl)cc1)c1ccc2c(c1)OCCO2	2%	-17%	-11%
CN(C(=S)NC(=O)CCCOc1ccc(Cl)cc1Cl)c1ccccc1	-10%	16µM*	?
CCc1ccc(/C=C2\SC(=S)N(CCCC(=O)N3CCN(C)CC3)C2=O)cc1	nt	?	?
COc1ccc(S(=O)(=O)N2CCN(C(=O)NC3CCCCC3)CC2)cc1OC	9%	-3%	0%
CC(C)C[C@H](NC(=O)N1CCCCCC1)C(=O)O	3%	2%	5%
CCN(CC)S(=O)(=O)c1ccc(N(C)C)c(NC(=O)C2CCCC2)c1	4%	-12%	-15%
CCOC(=O)C1=C(COC(=O)c2cccc(NC(C)=O)c2)NC(=O)NC1C (stereo not drawn)	nt	-28%	?
CC1=Nc2cc(C(=O)NCCCN3CCN(C)CC3)ccc2Sc2ccc(C)cc21	3%	18µM*	?
COc1ccc(NC(=O)C2C3C=CC(C3)C2C(=O)O)cc1 (stereo not drawn)	nt	9%	-11%
COc1ccc(C(=O)OCC(=O)NCCCc2ccccc2)c(OC)c1	nt	3%	-20%
O=C(O)C1(P(=O)(c2ccc(Cl)cc2)c2ccc(Cl)cc2)CC1	6%	5%	9%
COc1cc(-c2nc3c4ccccc4nc(=S)n3[nH]2)cc(OC)c1OC	nt	?	?
CC(C)NC(=S)N/N=C1\CCCCC1C1CCCCC1 (stereo not drawn)	12%	2.9µM*	5.8µM*
CC(C)(C)NC(=O)CN(C(=O)C(=O)Nc1ccc2c(c1)OCCO2)C1CCCC1	-5%[0.0935 µM]	-16%	4%
COc1ccc(CN(C)C[C@@H]2OCc3cnnn3CCCC(=O)N([C@H](C)CO)C[C@H]2C)cc1	nt	5%	10%
CCN(CC)C(=O)Cn1cc(C(=O)C(=O)Nc2ccc3c(c2)OCO3)c2ccccc21	nt	?	?
COc1ccccc1CC(=O)Nc1cccc(C(=O)Nc2nccs2)c1	-4%	?	?
Cc1ccn2c(C(=O)NN=C3CCCCCCC3)c(C)nc2c1	4%	-3%	16%
COCCOC(=O)C1=C(C)OC(N)=C(C#N)C1c1ccc2c(c1)OCO2 (stereo not drawn)	-1%	?	?

Single records, from the list above. Order of screens: TDP1 block | TDP1 cell noCPT | DT40 TDP1 CPT
Results for Cc1ccn2c(C(=O)NN=C3CCCCCCC3)c(C)nc2c1 = 4% | -3% | 16%
Results for COc1ccc(NC(=O)C2C3C=CC(C3)C2C(=O)O)cc1 (stereo not drawn) = nt | 9% | -11%
Results for COc1ccc(C(=O)OCC(=O)NCCCc2ccccc2)c(OC)c1 = nt | 3% | -20%
Results for COc1cc(-c2nc3c4ccccc4nc(=S)n3[nH]2)cc(OC)c1OC = nt | ? | ?

Compound activity deposited in PubChem by National Center for Advancing Translational Sciences (NCATS).
